# Screening data: PubChem, National Center for Advancing Translational Sciences (NCATS)
# HT1080NT lethal: kills 2HG-producing HT-1080-NT fibrosarcoma cells; HT-1080-NT fibrosarcoma viability, CellTiter-Glo ATP luminescence, 48 h; Potency, µM (doses to about 46.1 µM), for inactives: top-dose activity, negative = less viability, actives largely listed as cytotoxic; 360,000 compounds, 1.6% hits;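 also: NT is the 2HG producing partner of a matched IDH1 knockdown line; 0% = DMSO-treated cells and -100% = media-only wells without cells; nearly all actives have a fitted effect of over 55% in size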
#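 Viability of the 2HG-overproducing fibrosarcoma line after 48 hours of compound exposure at 37 degrees C was determined by luminescence with CellTiter-Glo, and concentration-effect curves were then fitted and categorized.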
# KB-V1 MDR tox: KB-V1 MDR subline cytotoxicity. KB-V1 MDR cells viability, CellTiter-Glo, 72 h. Potency, µM (doses to about 46.1 µM), for the others: at the highest dose activity change, negative = cytotoxicity, most hits filed as cytotoxic. 400,000 compounds, 3.4% hits. AID 1347076; also: % is scaled to controls: 0 for no effect and ±100 for the full control effect; nearly all actives have a fitted effect of over 60% in size
#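 KB-V1 cells (P-gp-expressing MDR subline of KB-3-1) in phenol-red-free DMEM with 10% FBS were exposed to library compounds over a concentration series for 72 h at 37 degrees C. Viability read by CellTiter-Glo luminescence; concentration-effect curves fitted after normalization.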
# HT1080 IDH1KD tx: kills HT-1080 cells with IDH1 knockdown; AID 686971; Potency, µM (doses to about 46.1 µM), for the others: at the top dose activity, negative = toxicity, usual class: cytotoxic; HT-1080 IDH1 knockdown viability, ATP luminescence, 48 h; 360,000 compounds, 2% hits;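 also: 0% = DMSO wells and -100% = cell-free medium wells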
#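 CellTiter-Glo luminescence after 48 h compound exposure at 37 degrees C of IDH1-knockdown HT-1080 cells in 5% FBS RPMI. %Activity scaled between DMSO wells and cell-free media wells, with curves fitted and assigned curve classes.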
# GLP-1R agonist: agonists of human GLP-1 receptor; P43220; HEK293 GLP-1R CRE-luciferase, luminescence, 4-6 h; cells express a hypersensitive GLP-1R form; Potency, µM (highest dose often 45.6 µM), without a hit: top-dose activation, usual class: activators; 380,000 compounds, 0.007% hits; AID 624172; also: % of control where 0% means no effect
# Target sequence (P43220 whole entry, looked up): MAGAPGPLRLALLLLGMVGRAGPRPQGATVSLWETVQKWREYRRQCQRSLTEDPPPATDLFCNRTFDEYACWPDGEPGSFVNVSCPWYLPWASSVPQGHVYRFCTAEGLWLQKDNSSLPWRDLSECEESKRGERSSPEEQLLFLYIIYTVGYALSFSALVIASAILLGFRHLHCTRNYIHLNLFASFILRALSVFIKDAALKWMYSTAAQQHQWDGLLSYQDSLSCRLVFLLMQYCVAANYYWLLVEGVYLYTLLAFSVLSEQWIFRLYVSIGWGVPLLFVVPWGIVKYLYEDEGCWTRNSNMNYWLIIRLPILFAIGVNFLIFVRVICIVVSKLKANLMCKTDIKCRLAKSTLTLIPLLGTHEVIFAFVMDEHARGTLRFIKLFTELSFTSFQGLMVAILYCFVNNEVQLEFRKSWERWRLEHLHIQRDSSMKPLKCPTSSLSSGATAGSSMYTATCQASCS
# TDP-43 yeast inh: rescues yeast growth from TDP-43 toxicity | TDP-43 expressing yeast growth rescue, BacTiter-Glo, 24 h | Potency, µM (titrated, usually from 46.1 µM), for inactives: at the top dose growth rescue (activation), most hits filed as activators | 410,000 compounds, 1.8% hits | AID 652104; also: % of control where 0% means no effect; nearly all actives have a fitted effect of over 50% in size
#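 Yeast expressing TDP-43 (pregrown in raffinose, seeded at OD600=0.02 in galactose medium) exposed to compounds 24 hr at 30 deg C. Growth read by BacTiter-Glo luminescence; rescue of toxicity appears as increased signal.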
# GLP1R cytotox: cytotoxicity in counter-screen for GLP-1R inverse agonists; 410,000 compounds, 0.13% hits; HEK293 cAMP-luciferase reporter cells, luminescence, 24 h; Potency, µM (top dose mostly 38.3 µM), for inactives: at the highest dose activity change, negative = inhibition, most hits filed as inhibitors;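 also: loss of luciferase light is scored as toxicity; % is scaled to controls: 0 for no effect and ±100 for the full control effect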
#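 Step one: seed cells (200 cells/uL, DMEM with 10% Nu serum, 1% pen-strep). Step two: 12-hour incubation at 37 deg C. Step three: pin 23 nL compound, incubate 24 hr. Step four: add luciferase reagent, read luminescence 12 min later.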
# KB-3-1 cytotox: kills parental KB-3-1 adenocarcinoma cells. KB-3-1 viability, CellTiter-Glo ATP luminescence, 72 h. Potency, µM (doses to about 46.1 µM), without a hit: at the top dose activity change, negative = cytotoxic, usual class: cytotoxic. 400,000 compounds, 1.4% hits; also: % is scaled to controls: 0 for no effect and ±100 for the full control effect; nearly all actives have a fitted effect of over 60% in size
#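 Luminescent ATP read-out (CellTiter-Glo) measures survival of drug-naive KB-3-1 cells after 72 h compound exposure at 37 °C. Titration series was screened from lowest to highest concentration, with DMSO vehicle plates as background controls.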
# SW480 rereplic: inducers of DNA re-replication in SW480 colon cancer cells; SW480 DNA re-replication, Hoechst DNA content imaging, 48 h; Potency, µM (doses to about 46.1 µM), inactives show at the highest dose re-replication activation, most hits filed as activators; 340,000 compounds, 1.8% hits; AID 624297; also: % of control where 0% means no effect; nearly all actives have a fitted effect of over 55% in size
#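 Quantitative HTS format with DMSO vehicle controls; 48 hr drug incubation at 37 C, then 40 min Hoechst staining and scanning imager measurement at 405 nm excitation.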
# GLP-1R inv ag: GLP-1 receptor (human) inverse agonism. P43220. HEK293 GLP-1R CRE-luciferase, luminescence, 24 h; GLP-1R form is constitutively active. Potency, µM (top dose mostly 38.3 µM), without a hit: at the highest dose activity change, negative = inhibition, usual class: inhibitors. 410,000 compounds, 1.6% hits; also: % is scaled to controls: 0 for no effect and ±100 for the full control effect; nearly all actives have a fitted effect of over 55% in size
#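 qHTS in 1536-well format: reporter HEK293 cells expressing constitutive GLP-1R activity in DMEM + 10% Nu serum, 24 hr with compounds at 37 deg C, luminescence read after 12 min with detection reagent.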
# An asterisk follows results filed as active; ? = inconclusive; / = not tested or not shown; & = joins results of further samples; [ ] = dose if it differs, or a comment. Calls follow the shape of the dose curve; as a rule, active = well fitted curve in the direction sought with a large enough effect; inconclusive = small, poorly fitted or top-dose-only effect, or another doubt; inactive = no such curve, though single readings can be large; an effect the other way counts as inactive or inconclusive. Potency is read from the fitted curve at half-maximal effect.
nr | structure | HT1080NT lethal | KB-V1 MDR tox | HT1080 IDH1KD tx | GLP-1R agonist | TDP-43 yeast inh | GLP1R cytotox | KB-3-1 cytotox | SW480 rereplic | GLP-1R inv ag
1 | COC(=O)Cc1[nH]n(-c2nc3ccccc3s2)c(=O)c1C(C)=Nc1ccc(C)cc1 | -18% | ? | -11% | 0% | 3%[9.22 µM] | -2% | -12% | -4% | ?
2 | COC(=O)c1ccc(N2C(=O)C3CC=CC(C)C3C2=O)cc1 (configuration not stated) | -1% | -10% | 0% | 1% | 23% | 1% | 10% | 14% | 4%
3 | O=C(NCc1ccccc1)c1nc(-c2cccs2)no1 | 4% | -18% | 2% | 10% | ? | 9% | -3% | -1% | 13%
4 | O=C(COC(=O)Cc1ccc(S(=O)(=O)N2CCCCC2)s1)Nc1ccc2c(c1)OCO2 | 7% | ? | -2% | -11% | -7% | -2% | 0%&0% | -7% | 16%
5 | NC(=O)[C@H](Cc1cc2ccccc2s1)NC(=O)[C@@H]1CC2(CC(c3cccc(NC(=O)[C@@H]4CCC(=O)N4)c3)=NO2)CN1C(=O)c1ccccc1 (some centres not stated) | 7% | 0% | 9% | -4% | -7% | 9% | -20% | -5% | 12%
6 | Cn1nc(C(F)(F)F)c(C#N)c1N1CCN(c2ccccn2)CC1 | 4% | -11% | 7% | 1% | -12% | -3% | -5% | -1% | ?
7 | CCn1c2ccccc2c2cc(NC(=O)c3cc(C)on3)ccc21 | ? | ? | 23µM* | 24% | ? | -4% | -18% | ? | ?
8 | CCCOC(=O)C1=C(C)NC2=C(C(=O)CC(C)(C)C2)C1c1ccc(N(C)C)cc1 (configuration not stated) | -7% | -29% | -6% | 2% | -16% | -16% | -2% | 12% | -26%
9 | Cc1ccc(S(=O)(=O)N(CC(=O)NCc2cccs2)c2ccccc2)cc1 | -2% | ? | 2% | -4% | -4% | 0% | -1% | 9% | ?
10 | O=C(COC(=O)c1cc(NS(=O)(=O)c2cccs2)ccc1O)Nc1ccccc1 | 3% | 8% | 0% | 0% | -7% | 0% | 0% | 4% | ?
11 | CC(=O)NC(CSC(CC(=O)c1ccco1)c1ccc(C)cc1)C(=O)O (configuration not stated) | 7% | 12% | -18% | -4% | 29% | 9% | -19% | ? | -25%
12 | CC(C)N(C(=O)Cn1cc(S(=O)(=O)CC(=O)NCc2ccc(F)cc2)c2ccccc21)C(C)C | -3% | -14% | -5% | -5% | 13% | -27% | -3% | -8% | ?
13 | COc1cc(CNCc2cc(OC)ccc2OC)cc(OC)c1 | 3% | -5% | 1% | 2% | -4% | 1% | -2% | ? | -11%
14 | c1ccc2c(c1)CC(N1CCCCC1)c1ccccc1S2 (configuration not stated) | 8% | 7% | 8% | -1% | 12% | 5% | 4% | -3% | -11%
15 | CC(C)C[C@H](NC(=O)NCc1ccc(F)cc1)C(=O)O | -9% | 15% | 11% | 6% | 9% | 2% | 14% | -92%[inhibitor] | 18%
16 | COc1ccc(OCCCC(=O)N2CCN(S(=O)(=O)c3cccc(F)c3)CC2)cc1 | -11% | ? | -18% | -4% | -10% | 6% | -10% | ? | ?
17 | O=C(Cn1ncc2ccc(Cl)cc21)NCc1ccc(F)cc1 | / | ? | / | / | 22%[9.22 µM] | 3% | -1% | / | -2%
18 | Cc1ccc(NC2CCCN(C(=O)CCc3cn[nH]c3)C2)cc1C (configuration not stated) | -1% | / | 2% | -17% | 9% | -2% | / | -8% | 0%
19 | C#Cc1ccc([C@H]2C=C(C(=O)OCC=C)O[C@@H](OCCCCO)C2)cc1 | 2% | -6% | 3% | 10% | 30% | 1% | 0% | -26% | 2%
20 | O=C(O)c1ccccc1C(=O)NCCCCCCNC(=O)c1ccccc1C(=O)O | 9% | -15% | 14% | -1% | -5% | 0% | 0% | -4% | 7%
21 | Cc1ccc(C)c(N(C(=O)CS(=O)CC(=O)Nc2ccc3c(c2)OCO3)C(C)C(=O)NC2CCCC2)c1 (configuration not stated) | 4% | 15% | 2% | -2% | 10% | -23% | 8% | -1% | ?
22 | COc1ccc(N2CCN(C(=O)CNC(=O)c3cn(-c4ccccc4OC)c(=O)c4ccccc34)CC2)cc1 | -15% | ? | 4% | 7% | 9% | -24% | -5% | -5% | 2%
23 | CCn1c(C)cc(O)c(C(=O)Nc2cccc(Cl)c2)c1=O | -1% | -19% | 0% | -1% | 5% | -3% | 0% | 0% | 9%
24 | CS(=O)(=O)N1CCC(C(=O)Nc2cccc(Cl)c2)CC1 | 12% | -2% | 20% | 3% | 8% | 14% | -2% | -3% | 12%

# A draw from above in order of count of non-hydrogen atoms, low to high.
nr | structure | HT1080NT lethal | KB-V1 MDR tox | HT1080 IDH1KD tx | GLP-1R agonist | TDP-43 yeast inh | GLP1R cytotox | KB-3-1 cytotox | SW480 rereplic | GLP-1R inv ag
18 | Cc1ccc(NC2CCCN(C(=O)CCc3cn[nH]c3)C2)cc1C (configuration not stated) | -1% | / | 2% | -17% | 9% | -2% | / | -8% | 0%
19 | C#Cc1ccc([C@H]2C=C(C(=O)OCC=C)O[C@@H](OCCCCO)C2)cc1 | 2% | -6% | 3% | 10% | 30% | 1% | 0% | -26% | 2%
16 | COc1ccc(OCCCC(=O)N2CCN(S(=O)(=O)c3cccc(F)c3)CC2)cc1 | -11% | ? | -18% | -4% | -10% | 6% | -10% | ? | ?

# Going on with the list:
nr | structure | HT1080NT lethal | KB-V1 MDR tox | HT1080 IDH1KD tx | GLP-1R agonist | TDP-43 yeast inh | GLP1R cytotox | KB-3-1 cytotox | SW480 rereplic | GLP-1R inv ag
25 | NC(=O)COc1ccccc1C(=O)NC12CC3CC(CC(C3)C1)C2 | 24% | 10% | 13% | 0% | -3% | -6% | -3% | 1% | 13%
26 | Cc1cccc(C)c1NC(=O)CN1CCN(C(=O)CCC(=O)N2CCC(c3ccccc3)=N2)CC1 | 6% | 14% | 2% | 4% | 23% | -6% | -7% | / | -2%
27 | CC(=O)Oc1ccc(N(C(C)=O)S(=O)(=O)c2cc([N+](=O)[O-])ccc2C)cc1 | -6% | 25% | -2% | -4% | 2% | -6% | -3% | -3% | -10%
28 | N#Cc1c(/N=C\c2ccc(O)c([N+](=O)[O-])c2)sc2c1CCCC2 | -1% | 3% | -2% | 12% | 9% | -12% | 1% | -79%[inhibitor] | 43%[activator]
29 | O=c1nc2n(CCO)c3ccccc3cc-2c(=O)[nH]1 | 11% | -1% | 2% | 0% | 2% | 97%[activator] | 5% | ? | 30%[activator]
30 | CC(C)C(c1nnnn1Cc1ccc(F)cc1)N1CCN(C2CCCCC2)CC1 (configuration not stated) | -3% | ? | 0% | 1% | -1% | -7% | -7% | 3% | 4%
31 | O=C1CCCN2N=C(SCC(=O)Nc3cccc(C(F)(F)F)c3)SC2=N1 | -19% | ? | ? | 9% | -13% | -2% | ? | -9% | -20%
32 | O=C(Cn1c(=O)c(C(F)(F)F)nc2ccccc21)Nc1ccc(Br)cc1F | / | 0% | / | / | 15% | 2% | 2% | / | 8%
33 | CCOc1ccc(C(=O)NC2CCN(C(=O)NCc3ccccc3)CC2)cc1 | 4% | 11% | 10% | -5% | 15% | -5% | 23% | 3% | -19%
34 | CCOc1ccc(CSCCNC(=S)Nc2ccc(OC)cc2)cc1 | ? | ? | -17% | -3% | 16% | ? | ? | 3% | ?
35 | O=S(=O)(Nc1ccc(-c2nc3cccnc3s2)cc1)c1ccc(Cl)s1 | -15% | -5% | -1% | 6% | 0% | 37%[activator] | 2% | -2% | 11%
36 | Cc1cccc(N2CC(C(=O)Nc3nc4ccc(S(C)(=O)=O)cc4s3)CC2=O)c1C (configuration not stated) | -25% | ? | 5% | 5% | 5% | -12% | 3% | -52%[inhibitor] | -1%
37 | CC(Oc1cccc(Br)c1)C(=O)NNC(=O)CCNC(=O)c1ccccc1Cl (configuration not stated) | -3% | ? | -1% | -1% | 5% | -1% | 10% | -8% | -4%

# Molecules listed so far containing two or more sulfur atoms:
nr | structure | HT1080NT lethal | KB-V1 MDR tox | HT1080 IDH1KD tx | GLP-1R agonist | TDP-43 yeast inh | GLP1R cytotox | KB-3-1 cytotox | SW480 rereplic | GLP-1R inv ag
4 | O=C(COC(=O)Cc1ccc(S(=O)(=O)N2CCCCC2)s1)Nc1ccc2c(c1)OCO2 | 7% | ? | -2% | -11% | -7% | -2% | 0%&0% | -7% | 16%
9 | Cc1ccc(S(=O)(=O)N(CC(=O)NCc2cccs2)c2ccccc2)cc1 | -2% | ? | 2% | -4% | -4% | 0% | -1% | 9% | ?
10 | O=C(COC(=O)c1cc(NS(=O)(=O)c2cccs2)ccc1O)Nc1ccccc1 | 3% | 8% | 0% | 0% | -7% | 0% | 0% | 4% | ?
31 | O=C1CCCN2N=C(SCC(=O)Nc3cccc(C(F)(F)F)c3)SC2=N1 | -19% | ? | ? | 9% | -13% | -2% | ? | -9% | -20%
34 | CCOc1ccc(CSCCNC(=S)Nc2ccc(OC)cc2)cc1 | ? | ? | -17% | -3% | 16% | ? | ? | 3% | ?
35 | O=S(=O)(Nc1ccc(-c2nc3cccnc3s2)cc1)c1ccc(Cl)s1 | -15% | -5% | -1% | 6% | 0% | 37%[activator] | 2% | -2% | 11%
36 | Cc1cccc(N2CC(C(=O)Nc3nc4ccc(S(C)(=O)=O)cc4s3)CC2=O)c1C (configuration not stated) | -25% | ? | 5% | 5% | 5% | -12% | 3% | -52%[inhibitor] | -1%
